Cy5 interf NS3h = Cy5 fluorescence quenchers or enhancers, artefact control for HCV NS3 helicase inhibitor project, biochemical, ChemBridge library, Cy5 readout. fluorescence interference ratio at 100 µM. Cy5-dT15 DNA with NS3h, fluorescence interference; actives lie on both sides; signal over control mean, under 1 quenches. AID 720488, 2013. 6% of 16,000 active;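 active = compound fluorescence over control fluorescence at most 0.8, a quencher, or at least a set upper limit, an enhancer; inactive = ratio between 0.8 and the set upper limit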
NS3h inh CB = HCV NS3 helicase inhibitors, primary screen, biochemical, fluorescence polarization, ChemBridge library | inhibition, % at 100 µM | 1.6% of 16,000 active | NS3h Cy5-dT15 DNA binding | AID 687043, 2013;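 active = inhibition above the average over every tested compound plus 3 SD, cut at about 40% in these data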
The depositor's hits bear a star.

[1] O=C(CSCC(=O)Nc1ccc([N+](=O)[O-])cc1)Nc1ccccc1
[2] Cc1ccc(C(=O)NCc2ccc(S(N)(=O)=O)cc2)cc1C
[3] COC(=O)c1nnn(-c2cc3nccnc3cc2F)c1C(=O)OC
[4] CCOc1ccc(C(=O)COC(=O)c2cccc(I)c2)cc1
[5] NC(=O)CSc1nc2c(c(=O)n1Cc1ccccc1)C1(CCCC1)Cc1ccccc1-2
[6] Cc1cc(C)c(NS(=O)(=O)c2cccc3c2C(=O)c2ccccc2C3=O)c(C)c1
[7] O=C(Nc1ccccc1C(=O)N1CCN(Cc2ccccc2)CC1)c1ccccc1F
[8] O=C(NCc1cccnc1)c1ccc2ccccc2c1
assay / entry	1	2	3	4	5	6	7	8
Cy5 interf NS3h	0.62*	1.1	0.72*	0.91	1.1	0.91	1	1.2
NS3h inh CB	6	1	6	4	-7	8	-1	4

[9] O=C(O)c1ccc(S(=O)(=O)c2ccc3c(c2)C(=O)N(c2ccc(O)cc2)C3=O)cc1
[10] COc1cc(C(=O)Nc2ccc(NC(C)=O)cc2)c([N+](=O)[O-])cc1OC
[11] COCCOC(=O)c1c(C)oc2ccc(OCc3ccc(Br)cc3)cc12
[12] C=CCN1C(=O)/C(=C\c2ccc(OC(=O)c3cccc(Br)c3)cc2)SC1=S
[13] CCOc1ccc(C2=C/C(=C/c3cc(Br)c(OC)cc3OC)C(=O)O2)cc1
[14] COc1ccc(CCN2C(=O)/C(=C/c3c(NCCCn4ccnc4)nc4c(C)cccn4c3=O)SC2=S)cc1OC
[15] COc1ccc(NC(=O)CN(c2cc(Cl)cc(Cl)c2)S(C)(=O)=O)cc1OC
[16] N/C(=N/OC(=O)c1ccc(I)cc1)c1ccncc1
assay / entry	9	10	11	12	13	14	15	16
Cy5 interf NS3h	1.1	1	0.92	0.75*	1	0.89	0.98	0.96
NS3h inh CB	-1	10	9	7	8	7	16	26

[17] Cc1ccc(-c2ccc(OCC(=O)Nc3ncn[nH]3)cc2)cc1
[18] CCn1c2ccccc2c2cc(CN3CCN(Cc4ccc([N+](=O)[O-])cc4)CC3)ccc21
[19] COc1ccc(OC)c(-n2cnnn2)c1
[20] O=C(CN(c1ccc(F)cc1)S(=O)(=O)c1ccccc1)Nc1ccccc1Br
[21] O=[S+]([O-])([O-])c1ccc2c(c1)C([S+](=O)([O-])[O-])CC(=N/O)/C2=N\O (centres undefined)
[22] COc1ccc(Cl)cc1NC(=O)c1cc(Cl)ccc1OC
[23] O=C(/C=C/c1ccccc1)NC(=S)Nc1ccc(Cl)cc1Cl
[24] CCN(CC)c1ccc(NC(=O)c2ccc(-c3cccc(Cl)c3)o2)cc1
assay / entry	17	18	19	20	21	22	23	24
Cy5 interf NS3h	1	0.89	1.1	0.97	1.1	1.2	0.89	0.91
NS3h inh CB	5	-7	2	11	10	6	29	22

[25] O=C(CC1(O)C(=O)Nc2ccccc21)c1ccco1 (centres undefined)
[26] CC(=O)Nc1sc2c(c1C(=O)Nc1ccccc1C)CCC2
[27] COc1ccc2c(c1)-c1c(ssc1=S)C(C)(C)N2C(=O)COc1ccccc1
[28] CC(=O)c1ccc(N2C(=O)c3ccc(C(=O)O)cc3C2=O)cc1
[29] NS(=O)(=O)c1cccc(NC(=O)c2sc3ccccc3c2Cl)c1
[30] COc1ccc(CNC(=O)C(=O)Nc2cc(C)cc(C)c2)cc1
[31] Cc1cc([N+](=O)[O-])ccc1-c1ccc(C(=O)Nc2ccc(-c3nc4ccccc4o3)c(O)c2)o1
[32] COC(=O)c1ccccc1NC(=O)C1CN(S(=O)(=O)c2ccccc2)CCN1S(=O)(=O)c1ccccc1 (centres undefined)
assay / entry	25	26	27	28	29	30	31	32
Cy5 interf NS3h	0.78*	0.93	0.93	1	1	1	0.61*	1
NS3h inh CB	7	-4	-12	4	25	8	-47	2

[33] COc1ccc(CC2S/C(=N/N=C\c3ccc(C(C)C)cc3)NC2=O)cc1 (centres undefined)
[34] O=C(N/C(=C/c1ccc(Br)cc1)C(=O)N1CCCCC1)c1ccccc1
[35] O=C(Nc1cccc(C(F)(F)F)c1)c1ccc(Cl)cc1Cl
[36] O=C(Nc1ccc(Cl)c(Cl)c1)Nc1nnc(Cc2ccccc2)s1
[37] O=[N+]([O-])c1cccc(C2=Nn3c(Cc4ccccc4)nnc3SC2)c1
[38] CC(C)c1ccc(/C=C(\NC(=O)c2ccccc2)C(=O)NCCCn2ccnc2)cc1
[39] Cc1cc2ncn(C(=O)c3cc([N+](=O)[O-])ccc3Cl)c2cc1C
[40] Cc1nc2ccccc2n1S(=O)(=O)c1cc([N+](=O)[O-])ccc1Cl
assay / entry	33	34	35	36	37	38	39	40
Cy5 interf NS3h	1	1.2	0.82	1	0.99	0.97	0.95	0.98
NS3h inh CB	5	2	-3	15	9	9	-3	8

[41] CCOC(=O)NC(O)C(=O)c1cccs1 (centres undefined)
[42] O=[N+]([O-])c1ccc(-c2ccc(I)cc2)cc1
[43] COC(=O)C(C(=O)OC)C(C(C)C)C(C(=O)OC)C(=O)OC
[44] COc1cccc(C(=O)Nc2ccc3oc(-c4cccc(Br)c4)nc3c2)c1
[45] COc1ccc(C(O)=C2C(=O)C(=O)N(CCc3ccccc3)C2c2cccc(F)c2)cc1 (centres undefined)
[46] COc1ccc(/C=N\NC(=O)/C(=C\c2ccc3c(c2)OCO3)NC(=O)c2ccccc2)cc1Cl
[47] O=C(NCC1CCCO1)C(=O)Nc1ccccc1F (centres undefined)
[48] Cc1ccc(-n2c(=O)c3c4c(sc3n3c(=S)[nH]nc23)CCCC4)cc1
assay / entry	41	42	43	44	45	46	47	48
Cy5 interf NS3h	0.97	0.71*	0.96	1.2	1.1	1	0.99	1.1
NS3h inh CB	4	15	0	-52	-5	4	2	-2

[49] CCOc1cc(/C=C2/SC(=S)N(CC)C2=O)ccc1OCc1ccccc1
[50] O=C(Nc1ccccc1C(=O)N1CCCCC1)c1cccnc1
[51] O=C(CC1S/C(=N/N=C\c2cccc(O)c2)NC1=O)Nc1ccc(Cl)c(Cl)c1 (centres undefined)
[52] COC(=O)Nc1sc2c(c1C(N)=O)CCC(C(C)(C)C)C2 (centres undefined)
[53] COC(=O)c1ccc(NC(=O)c2c(Cl)cccc2Cl)cc1
[54] O=C(Cc1ccc(Cl)cc1)Nc1ccc(-c2nc3ccccc3o2)cc1
[55] COc1ccc(/C=C(\NC(=O)c2ccc(C)cc2)C(=O)NCCCN2CCOCC2)cc1OC
[56] Cc1c(Cl)cccc1NC(=O)C(=O)NCC1CCCO1 (centres undefined)
assay / entry	49	50	51	52	53	54	55	56
Cy5 interf NS3h	1	1.1	1	0.99	1.1	0.9	0.97	1
NS3h inh CB	14	9	-3	1	6	-8	7	0

[57] O=C(O)CCN1C(=O)/C(=C/c2cn(-c3ccccc3)nc2-c2ccc(Br)cc2)SC1=S
[58] Cc1cccc(NC(=O)C(=O)NCc2ccc3c(c2)OCO3)c1
[59] CCc1c(C#N)c(N)nc2sc(C(=O)c3cccs3)c(N)c12
[60] Cc1cc(Cl)ccc1OC(=O)/C=C/c1cccc([N+](=O)[O-])c1
[61] O=C(O)CC1S/C(=N\N=C/c2ccccc2O)N(c2ccc(O)cc2)C1=O (centres undefined)
[62] Cc1ccccc1CC(CC(=O)O)C(=O)O (centres undefined)
[63] COc1ccc(S(=O)(=O)N2CCN(Cc3cc(OC)c(OC)cc3OC)CC2)cc1
[64] CCOc1ccc(/C=C/C(=O)NC(c2ccccc2)c2ccccc2)cc1OC
assay / entry	57	58	59	60	61	62	63	64
Cy5 interf NS3h	0.97	1.1	1.1	1.1	1.1	1	0.85	0.98
NS3h inh CB	146*	10	6	6	2	1	-9	22

Nos. 60 to 64, reprinted for reference:
[60] Cc1cc(Cl)ccc1OC(=O)/C=C/c1cccc([N+](=O)[O-])c1
[61] O=C(O)CC1S/C(=N\N=C/c2ccccc2O)N(c2ccc(O)cc2)C1=O (centres undefined)
[62] Cc1ccccc1CC(CC(=O)O)C(=O)O (centres undefined)
[63] COc1ccc(S(=O)(=O)N2CCN(Cc3cc(OC)c(OC)cc3OC)CC2)cc1
[64] CCOc1ccc(/C=C/C(=O)NC(c2ccccc2)c2ccccc2)cc1OC
assay / entry	60	61	62	63	64
Cy5 interf NS3h	1.1	1.1	1	0.85	0.98
NS3h inh CB	6	2	1	-9	22

(next part)
[65] O=C(Nc1c(F)cc(F)cc1Br)c1cc2n(n1)C(C(F)(F)F)CC(c1ccc(Cl)cc1)N2 (centres undefined)
[66] O=S(=O)(N=Cc1ccccc1)c1cccs1
[67] O=C(/C=C/c1ccc([N+](=O)[O-])cc1)Nc1ccccc1C(=O)Nc1cccc(C(=O)O)c1
[68] CCOC(=O)c1ccc(-n2c(C)cc(/C=C3\SC(=S)NC3=O)c2C)cc1
[69] O=C(CSc1ncn[nH]1)c1ccc(Br)cc1
[70] Cc1ccc2nsnc2c1NC(=O)c1ccc(-c2ccc([N+](=O)[O-])cc2)o1
[71] Cc1cc(=O)oc2cc3cc(C)n(C)c3cc12
[72] N#Cc1c2c(c(N3CCCCC3)n3c1nc1ccccc13)CCC2
assay / entry	65	66	67	68	69	70	71	72
Cy5 interf NS3h	1	1	1	0.94	1.1	0.88	0.84	1
NS3h inh CB	12	15	-1	18	24	-4	23	-1

One compound at a time, as listed above. Values in the order: Cy5 interf NS3h	NS3h inh CB
Results for N#Cc1c2c(c(N3CCCCC3)n3c1nc1ccccc13)CCC2 → 1	-1
Results for O=C(CSc1ncn[nH]1)c1ccc(Br)cc1 → 1.1	24
Results for O=C(/C=C/c1ccc([N+](=O)[O-])cc1)Nc1ccccc1C(=O)Nc1cccc(C(=O)O)c1 → 1	-1
Results for Cc1ccc2nsnc2c1NC(=O)c1ccc(-c2ccc([N+](=O)[O-])cc2)o1 → 0.88	-4

Additional compounds.
[73] COc1cc(NC(=O)c2cc3n(n2)C(C(F)(F)F)CC(c2ccc(Br)cc2)N3)cc([N+](=O)[O-])c1 (centres undefined)
[74] O=C(O)CCC(=O)Nc1ccc2nn(-c3ccccc3)nc2c1
[75] Cc1ccc2c(c1)-c1c(ssc1=S)C(C)(C)N2C(=O)CC(C)C
[76] COc1ccc(C(=O)/C=C/Nc2ccc(NC(C)=O)cc2)cc1
[77] C=CCSc1nc(N)c(C#N)c(-c2cccs2)c1C#N
[78] Cc1ccc(N2C(=O)NC(=O)/C(=C\c3ccc(-c4ccc([N+](=O)[O-])cc4Cl)o3)C2=O)cc1
[79] CCCCOc1cccc(C(=O)Nc2ccc(N(CC)CC)cc2)c1
[80] CC1=C(C)CC2C(=O)N(c3cccc(C)c3)C(=O)C2C1 (centres undefined)
assay / entry	73	74	75	76	77	78	79	80
Cy5 interf NS3h	1	1	1.1	1	0.98	0.88	1.1	1
NS3h inh CB	3	3	-2	3	16	6	1	4

[81] O=C1c2ccccc2C(=O)N1Cc1nc2ccccc2c(=O)o1
[82] C=CCN(CC=C)C(=O)C1CC(=O)N(c2ccc(Br)cc2)C1 (centres undefined)
[83] COc1ccccc1CC(=O)Nc1ccc(F)cc1
[84] COC(=O)Oc1ccc(/C=C2/C(=O)N(c3ccccc3)N=C2C)cc1OC
[85] CC1=C([N+](=O)[O-])C(c2ccccc2Cl)NC(=O)N1C (centres undefined)
[86] O=C(NCCN1CCN(S(=O)(=O)c2ccc3ccccc3c2)CC1)C(=O)Nc1ccccc1
[87] Cc1ccnc(NC(=O)c2sc3ccccc3c2Cl)c1
[88] COc1ccc(NC(=O)CSc2nc3ccc(N4C(=O)c5ccccc5C4=O)cc3s2)c([N+](=O)[O-])c1
assay / entry	81	82	83	84	85	86	87	88
Cy5 interf NS3h	1.1	1	1.1	1	1.2	0.97	1.1	0.73*
NS3h inh CB	1	-19	5	8	18	10	2	14

[89] CCOc1ccc(N(CC(N)=O)S(=O)(=O)c2ccc(SC)cc2)cc1
[90] O=C(/C=C/c1ccc(-c2ccccc2[N+](=O)[O-])o1)c1ccc(Cl)cc1
[91] CCc1ccccc1NC(=O)C(C)Oc1ccc(OC)cc1 (centres undefined)
[92] O=C(Nc1ccccc1OC(=O)c1ccc(Cl)cc1)c1ccc(Cl)cc1
[93] O=C(CCN1C(=O)c2ccccc2C1=O)Nc1ccc(I)cc1
[94] COc1ccccc1NC(=O)/C=C/c1cc(Br)cs1
assay / entry	89	90	91	92	93	94
Cy5 interf NS3h	0.97	1	1	0.9	0.98	1
NS3h inh CB	16	1	3	12	6	11
